rCAG binder = molecules binding r(CAG) RNA repeats; r(CAG) RNA repeat, TO-PRO-1 dye displacement fluorescence; inhibition, % at 3 µM; 1.3% of 370,000 active; AID 651821;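 active = inhibition above the plate cutoff, the mean of all test compounds on that plate plus 3 SD, cut at about 35% in these data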;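 also: 0% = DMSO alone and 100% = 100 µM mitoxantrone as full dye displacement; higher means more dye released from RNA so lower well fluorescence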
TCR-CD3 inh = blocks the human TCR-CD3 interaction. inhibition, % at 9.4 µM. TAMRA-labeled TCR probe fluorescence, biochemical. 0.37% of 360,000 active. AID 651800; in the data active = inhibition above about 19%;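 also: recombinant mutant TCR 2C K166C tagged with TAMRA read by polarization; 0% = receptor in buffer alone and 100% = receptor with positive control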
SIAE inh = inhibitors of human sialic acid acetylesterase SIAE; Q9HAT2; SIAE FP-Rh probe binding, fluorescence polarization; inhibition, % at 9.66 µM; 0.69% of 370,000 active; AID 1053197;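 active = inhibition above a cutoff: mean of compounds within the control limits plus 3 SD of those, cut at about 17% in these data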;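 also: 0% = plate median of compound wells and 100% = probe without SIAE protein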
HTRA1 inh = inhibitors of human serine peptidase HTRA1; Q92743; recombinant HTRA1, FP-rhodamine activity-based probe, fluorescence polarization; inhibition, % at 5.96 µM; 0.5% of 340,000 active; AID 504803; in the data active = inhibition above about 36%;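 also: 0% = enzyme with DMSO and 100% = wells lacking enzyme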
NPR2 activator = GC-B (human) receptor activation. P20594. activation, % at 10 µM. 0.11% of 370,000 active. HEK293-GC-B cells, CNP EC30, cGMP TR-FRET; 0% at EC30 CNP, 100% saturating CNP. AID 1920062;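 active = activation at 10 µM reaching about 35% in either raw or pattern-adjusted values, limit read from the data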
mABHD4 FP = ABHD4 (mouse) inhibition, primary FP screen | Q8VD66 | purified mABHD4, FP-Rh probe fluorescence polarization | inhibition, % at 8.92 µM | 0.54% of 370,000 active | AID 720543;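 active = inhibition exceeding the mean over every tested compound plus 3 SD, cut at about 30% in these data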;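 also: 0% = plate median of compound wells and 100% = S159A mutant with DMSO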
Target sequence (Q8VD66 whole entry, looked up): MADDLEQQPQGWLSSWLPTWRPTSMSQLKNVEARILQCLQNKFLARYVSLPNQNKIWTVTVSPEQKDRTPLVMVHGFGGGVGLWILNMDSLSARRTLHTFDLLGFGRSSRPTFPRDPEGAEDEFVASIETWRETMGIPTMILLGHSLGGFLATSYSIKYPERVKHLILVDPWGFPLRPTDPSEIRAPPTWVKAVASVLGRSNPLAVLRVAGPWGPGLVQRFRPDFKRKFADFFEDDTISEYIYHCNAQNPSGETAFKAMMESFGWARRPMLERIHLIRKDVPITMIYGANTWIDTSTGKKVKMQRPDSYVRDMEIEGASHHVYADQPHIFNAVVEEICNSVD
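Assay system: wild-type mouse ABHD4 protein; compound: single nominal dose of 8.92 µM, 0.89% DMSO final; schedule: 45 min + 60 min at 25 °C; measured by: FP readout, ex 525 nm / em 598 nm; evaluation: % inhibition of FP-Rh probe binding versus controls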
MBD2 inh = blocks human MBD2 binding to methylated DNA. 0.31% of 370,000 active. Q9UBB5. TR-FRET, MBD2 binding to methylated oligonucleotide. AID 686964. inhibition, % at 4.4 µM; in the data active = inhibition above about 13%
LEDGF integ inh = blocks HIV-1 LEDGF/p75-dependent DNA integration; 0.64% of 370,000 active; TR-FRET IN-LEDGF/p75 DNA integration, Eu/Cy5; inhibition, % at 3.7 µM;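 active = inhibition above the screen-wide mean plus 3 SD, cut at about 13% in these data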;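 also: signal is the Cy5 over europium emission ratio at 671 and 618 nm; 0% = plate median of compound wells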
PRMT1 inh = inhibitors of human PRMT1; inhibition, % at 2.79 µM; AID 652257; recombinant PRMT1, activity-based probe fluorescence polarization; 1.3% of 370,000 active;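 active = inhibition above about 21% made by adding two undisclosed values, limit read from the data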
Target sequence (Q99873 whole entry, looked up): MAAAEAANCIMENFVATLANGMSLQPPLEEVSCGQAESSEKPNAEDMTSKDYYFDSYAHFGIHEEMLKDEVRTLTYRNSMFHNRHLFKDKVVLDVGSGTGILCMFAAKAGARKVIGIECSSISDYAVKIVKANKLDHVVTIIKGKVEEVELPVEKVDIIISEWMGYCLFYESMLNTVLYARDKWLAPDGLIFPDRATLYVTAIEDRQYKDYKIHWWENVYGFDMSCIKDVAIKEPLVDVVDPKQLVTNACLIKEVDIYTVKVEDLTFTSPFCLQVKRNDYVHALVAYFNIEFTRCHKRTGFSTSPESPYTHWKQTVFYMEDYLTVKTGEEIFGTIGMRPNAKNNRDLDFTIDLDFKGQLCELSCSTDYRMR
TDP2 absorb = blocks human TDP2 phosphodiesterase activity. recombinant TDP2, T5PNP hydrolysis, p-nitrophenol absorbance 415 nm. inhibition, % at 12.8 µM. 0.34% of 370,000 active;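 active = inhibition above the mean of all tested compounds plus 3 SD, set per campaign, cut at about 25% in these data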;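 also: 0% = DMSO with enzyme and 100% = buffer with substrate but no TDP2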
Target sequence (O95551 whole entry, looked up): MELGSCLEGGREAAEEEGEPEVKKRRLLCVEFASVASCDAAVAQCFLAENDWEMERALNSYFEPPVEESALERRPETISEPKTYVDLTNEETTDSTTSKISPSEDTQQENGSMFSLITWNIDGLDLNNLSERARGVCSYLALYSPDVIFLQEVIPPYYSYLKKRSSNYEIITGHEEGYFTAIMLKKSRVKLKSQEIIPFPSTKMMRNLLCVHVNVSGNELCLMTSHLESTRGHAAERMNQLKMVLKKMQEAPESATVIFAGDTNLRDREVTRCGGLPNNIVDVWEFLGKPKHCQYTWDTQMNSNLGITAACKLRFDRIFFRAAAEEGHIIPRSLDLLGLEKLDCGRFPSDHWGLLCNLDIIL
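System – recombinant human TDP2 · Amount – 120 nM TDP2 per well · Buffer or medium – Mg2+-containing Tris-HCl buffer, pH 7.5 · Reagent – T5PNP substrate, 5 mM · Dosing – 12.8 µM single point, 1% DMSO · Incubation – 2 h at 37 °C · Measured by – epi absorbance · Read-out basis – percent inhibition · Benchmarks – high control without enzyme, low control DMSO plus TDP2 · Repeats – singlicate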
The depositor's hits bear a star; x = not tested or not shown; & = joins results of further samples. Only part of the results is shown (hit frequency here may not be typical).

SMILES | rCAG binder | TCR-CD3 inh | SIAE inh | HTRA1 inh | NPR2 activator | mABHD4 FP | MBD2 inh | LEDGF integ inh | PRMT1 inh | TDP2 absorb
CCCCCc1nnc(NC(=O)C2CCCO2)s1 (stereo unspecified) | -2 | 1 | 0 | 0 | 1 | 1 | 0 | 1 | 4 | 1
Cn1nc(C(=O)N2CCC(C(N)=O)CC2)c2c1-c1ccccc1SC2 | 3 | -3 | 3 | -2 | 0 | 1 | 0 | -2 | 1 | 7
CCCCCCCCn1c2c(c(=N)c3c1CCC3)CCCC2 | 13 | 1 | -4 | 0 | 1 | 3 | 0 | 1 | 2 | -11
O=C1OC(N2CCN(c3ccccn3)CC2)c2ccccc21 (stereo unspecified) | 2 | -8 | -8 | -1 | 3 | -17 | 3 | -3 | 6 | -13
Cc1cccc(NC(=O)CN2CCN(C(=O)c3cnn(Cc4ccccc4)c3)CC2)c1C | -3 | -16 | 2 | -2 | -1 | -9 | -3 | 4 | -1 | -24
COc1ccc(-n2c(C)cc(/C=N/Nc3nnc(C)n3N)c2C)cc1 | 3 | -1 | 5 | 15 | 1 | 10 | -2 | 49* | 7 | 73*
Cc1csc(=Nc2ccccc2)n1C | 0 | 9 | -1 | -7 | 5 | 2 | -4 | -2 | -2 | 6
COc1cccc(CCC(=O)N2CCC(n3nccc3NC(=O)C3CCOC3)CC2)c1 (stereo unspecified) | -1 | 1 | 5 | -3 | -3 | 2 | -1 | 2 | -1 | 12
CC(=O)c1sc(NC(=O)c2ccc(C(C)(C)C)cc2)nc1C | 4 | 5 | -7 | -6 | -5 | -4 | 3 | 5 | -2 | 5
COC(=O)c1ccc(/C=C/c2nc3ccccc3c(=O)[nH]2)cc1 | 4 | 4 | -4 | -4 | -4 | -7 | 1 | 3 | -2 | 10
COC(=O)c1ccsc1NC(=O)CCS(=O)(=O)c1ccc(Cl)cc1 | 8 | 8 | -6 | -8 | -8 | -2 | -2 | 0 | 2 | 16
COc1cccc(CN2CCN(C(=O)c3cccs3)CC2)c1OC | -2 | 8 | -1 | -1 | -4 | -4 | -2 | -7 | -1 | -6
C=C(C)Cn1c(N2CCN(CC)CC2)nc2c1c(=O)[nH]c(=O)n2C | 0 | -7 | 4 | 0 | 1 | 1 | 5 | -3 | 2 | 2
COC(=O)[C@]12CCCCC=C1N(CCc1ccc(OC)c(OC)c1)C(=O)[C@H](CC(=O)NCc1ccccc1)C2 | 1 | 1 | 5 | x | 5 | 0 | 1 | -3 | -1 | 4
Cc1cc(C)nc(N(C#N)C(C)C(=O)N(C)C)n1 (stereo unspecified) | 0 | 1 | 1 | -2 | -2 | -4 | 4 | -3 | 2 | -3
CN1CCN(C(=O)C2CCCCC2C(=O)O)CC1 (stereo unspecified) | 5 | -5 | 0 | 3 | 5 | -1 | -1 | 4 | -2 | -8
CCOc1ccc(N2CC(C(=O)NCc3ccc(F)cc3)CC2=O)cc1 (stereo unspecified) | -1 | 3 | -3 | 8 | 4 | 2 | 0 | 0 | -2 | 9
COC(=O)c1ccc(NS(=O)(=O)N(C)C)cc1 | 2 | 5 | -3 | 6 | 4 | -5 | 2 | 0 | -1 | 1
CC(=O)C(Cc1ccccc1)NC(=O)COC(=O)c1cc(S(=O)(=O)N2CCOCC2)ccc1F (stereo unspecified) | 2 | -8 | -5 | 2 | 1 | 4 | 4 | -3 | 1 | 2
CC1CN(C(=O)CSc2cn(CC(=O)N3CCOCC3)c3ccccc23)CC(C)O1 (stereo unspecified) | -3 | 4 | 0 | 0 | 5 | 2 | -8 | -1 | 5 | 15
COCCN(C(=O)COC(=O)CCOc1cccc(C)c1)c1c(N)n(Cc2ccccc2)c(=O)[nH]c1=O | -6 | 1 | 4 | 6 | -6 | 8 | 1 | 0 | 0 | -1
CCCC(=O)C1=C(O)C(C(=O)OC)C(C)(C)CC1=Nc1ccc(C)cc1 (stereo unspecified) | -7 | 5 | 2 | -13 | 5 | -2 | 2 | -3 | -1 | -8
Cc1ccc(NC(=O)C(C)N2C(=O)c3ccccc3S2(=O)=O)cc1Cl (stereo unspecified) | 7 | 5 | -6 | -8 | -1 | -8 | -4 | -2 | 3 | -6
Cc1c(NC(=O)c2cnn3c(C(F)(F)F)cc(-c4ccco4)nc23)c(=O)n(-c2ccccc2)n1C | -2 | 9 | 2 | 8 | 4 | 1 | -6 | -1 | -2 | 8
C/C(=N\NC(=O)c1cccc(S(=O)(=O)N2CCCC2)c1)c1ccncc1 | -1 | -2 | -3 | -2 | 1 | -3 | -1 | 2 | 3 | -2

Remaining list, next part.
SMILES | rCAG binder | TCR-CD3 inh | SIAE inh | HTRA1 inh | NPR2 activator | mABHD4 FP | MBD2 inh | LEDGF integ inh | PRMT1 inh | TDP2 absorb
COc1cccc(OC)c1C(=O)NC(=O)Nc1c(C)cccc1C | -5 | -3 | 1 | 9 | 3 | 1 | 3 | 7 | -2 | -1
Cc1cccc2sc(NC(=O)CN3C(=O)C4CC=CCC4C3=O)nc12 (stereo unspecified) | 3 | -3 | -2 | -3 | 5 | 1 | 1 | -2 | 0 | 11
O=P1(O)C=C(c2ccccc2)OC(c2ccccc2)=C1 | 2 | 7 | 4 | 1 | 4 | -2 | -5 | -2 | 3 | 12
COCCN1C(=O)CS/C1=C(/C#N)C(=O)NCc1ccco1 | 17 | -16 | -1 | -18 | -6 | -19 | -1 | 10 | 18 | 7
CCOC(=O)c1cnc(-n2nc(C)cc2C)nc1Oc1ccccc1F | -3 | -6 | -3 | x | 1 | 0 | 2 | -7 | 3 | -15
C=CCn1c(CCCOc2ccc(Cl)cc2Cl)n[nH]c1=S | 0 | 8 | -4 | 6 | 0 | -2 | -3 | 1 | -3 | 5
O=C(NCCCN1CCOCC1)c1cc(-c2ccc(Br)cc2)nc2ccccc12 | -4 | -8 | -2 | -10 | 6 | 7 | 4 | -2 | 3 | 9
COc1ccc(CCNC(=O)Cn2c(=O)cnc3ccccc32)cc1 | 3 | 4 | -15 | 4 | -5 | 0 | -5 | 1 | 2 | 4
CCOC(=O)C1CCN(C(=O)C2CCCN(S(=O)(=O)c3ccc(OC)c(Cl)c3)C2)CC1 (stereo unspecified) | -11 | -7 | -5 | 2 | 1 | 0 | 2 | -4 | 3 | -9
Cn1c(=O)c2c(nc(SCC(=O)N3CCOCC3)n2C)n(C)c1=O | 1 | -5 | 0 | 6 | -4 | 3 | 3 | 1 | -2 | 10
Cn1ccc2c(-c3ccc(C(F)(F)F)cc3)cc3c(c21)C1CCC3C1 (stereo unspecified) | 4 | -5 | -8 | x | -7 | 3 | 4 | 3 | -1 | 9
Cc1nc(Cl)c(C(=O)NCc2ccccc2)c(C)c1Cl | -3 | -3 | 5 | 1 | 1 | 2 | -3 | 2 | -5 | -1
CC(C)N(Cc1ccccc1)C(=S)Nc1ccc(OC(F)F)cc1 | 0 | -1 | 6 | -5 | 4 | 5 | 6 | 7 | 2 | -2
CN(C)CCCN(C(=O)c1ccc(C(=O)c2ccccc2)cc1)c1nc2c(F)cccc2s1 | -1&1 | 14 | 7&1 | 4 | -5&1 | 1&6 | -3&-1 | 1&-2 | 0&0 | 3&-1
O=C(O)C1C2CCC(O2)C1C(=O)Nc1cccc(Cl)c1 (stereo unspecified) | -1 | 7 | 3 | 7 | 8 | 0 | -1 | -1 | 3 | 2
CCOc1cc(C)c(Cl)cc1S(=O)(=O)N(CC)CC | -7 | -6 | -4 | 2 | -3 | 5 | 5 | 4 | 0 | -3
Cn1c(N)c(C(=O)COC(=O)c2cc(C3CC3)nc3ccccc23)c(=O)n(C)c1=O | 2 | 9 | -18 | -7 | 36* | -11 | 5 | 1 | 0 | -17
Cc1ccc(S(=O)(=O)NC2=NCN(CCc3ccccc3)CN2)cc1 | -3 | -6 | 4 | 5 | 4 | 6 | 3 | 1 | -1 | 2
Cc1cccc(-c2c3c(=O)n(C)c(=O)n(C)c3cn2C(C)(C)C)c1 | -3 | 8 | 7 | 4 | 1 | -3 | 0 | -2 | 0 | 2
C[C@@H]1C(=O)O[C@H](C)[C@H]1C[C@@H](O)[C@](C)(O)C1CC[C@@]2(O)C3=CC(=O)[C@@H]4C[C@@H](O)[C@@H](O)C[C@]4(C)C3CC[C@]12C (stereo partly specified) | -2 | 4 | 1 | -6 | -3 | 2 | -2 | 1 | 2 | 13
COCCn1c(=O)[nH]c2cc(C(=O)N3CCN(c4cc(C)ccc4C)CC3)ccc2c1=O | -3 | 1 | -2 | -5 | -1 | 2 | -2 | 0 | 7 | 7
COc1cccc(C(O)c2nc3ccccc3n2C)c1 (stereo unspecified) | -3 | 4 | -13 | -2 | 8 | 1 | 2 | 2 | -3 | 5
CN1C(=O)CC(N2CCN(Cc3ccc(Cl)cc3)CC2)C1=O (stereo unspecified) | 0 | -5 | 5 | 3 | 2 | -7 | 2 | 5 | 2 | -4
O=C(Nc1ccc([N+](=O)[O-])cc1)c1cc(-c2ccccn2)nc2c(Cl)cccc12 | 0 | 0 | 2 | 1 | -3 | 7 | 1 | -6 | 0 | 6
O=C(Cc1ccccc1)c1ccc(O)cc1 | 1 | -1 | 2 | -10 | 1 | -2 | 3 | -1 | 0 | 6

Quoted at random: 4 entries already listed, in no set order.
SMILES | rCAG binder | TCR-CD3 inh | SIAE inh | HTRA1 inh | NPR2 activator | mABHD4 FP | MBD2 inh | LEDGF integ inh | PRMT1 inh | TDP2 absorb
CCOc1cc(C)c(Cl)cc1S(=O)(=O)N(CC)CC | -7 | -6 | -4 | 2 | -3 | 5 | 5 | 4 | 0 | -3
CN1C(=O)CC(N2CCN(Cc3ccc(Cl)cc3)CC2)C1=O (stereo unspecified) | 0 | -5 | 5 | 3 | 2 | -7 | 2 | 5 | 2 | -4
COCCN1C(=O)CS/C1=C(/C#N)C(=O)NCc1ccco1 | 17 | -16 | -1 | -18 | -6 | -19 | -1 | 10 | 18 | 7
C[C@@H]1C(=O)O[C@H](C)[C@H]1C[C@@H](O)[C@](C)(O)C1CC[C@@]2(O)C3=CC(=O)[C@@H]4C[C@@H](O)[C@@H](O)C[C@]4(C)C3CC[C@]12C (stereo partly specified) | -2 | 4 | 1 | -6 | -3 | 2 | -2 | 1 | 2 | 13

More structures follow:
SMILES | rCAG binder | TCR-CD3 inh | SIAE inh | HTRA1 inh | NPR2 activator | mABHD4 FP | MBD2 inh | LEDGF integ inh | PRMT1 inh | TDP2 absorb
O=C(c1ccccn1)N1CCN(S(=O)(=O)c2ccc(F)cc2)CC1 | 1 | -1 | -1 | -2 | 4 | 0 | 2 | 0 | -1 | -1
N#Cc1cccc(-c2ccccc2C(=O)NC2CCCCN(Cc3ccc(Cl)cc3)C2=O)c1 (stereo unspecified) | 4 | x | -1 | x | -2 | 1 | 4 | 0 | 0 | 0
C(=N\Nc1ccccn1)/c1ccc2c(c1)OCCO2 | -1 | 5 | 4 | -6 | -6 | -2 | 0 | 0 | -4 | 1
COC(=O)NCC(C)OC(=O)Nc1cccc(Cl)c1 (stereo unspecified) | -5 | 1 | -1 | 2 | 3 | -2 | 6 | 1 | 3 | 9
COc1cc(/C=C(\CC(=O)O)c2nc3ccccc3s2)ccc1OCC(=O)Nc1ccccc1F | 59* | -3 | 0 | -20 | -5 | -1 | -1 | 2 | 2 | 2
O=C(c1ccccc1-c1nc(-c2ccccc2)no1)N1CCCC1 | -8 | -1 | 9 | 1 | -4 | 7 | 6 | 1 | 0 | -3
